Bioassay records deposited in PubChem by National Center for Advancing Translational Sciences (NCATS).
KCNH2 3.1 block – inhibitors of human KCNH2 3.1 potassium channel isoform; U2OS KCNH2 3.1, thallium flux FluxOr; stronger effect = lower value; activity change, % (tested at about 1.8 µM); 340,000 compounds, 0.95% hits;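 active means maximum activity change below -70%; inconclusive means maximum activity change from -70% to -50%; inactive means maximum activity change above -50%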;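 further: thallium influx rate constant from kinetic fluorescence after stimulation buffer; on the % scale 0 is the no-effect control and ±100 the full control effect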
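Virally transduced U2OS (3.1 isoform, 4 h infection in dark at RT) → overnight 37 C → FluxOr + Red40 in HBSS/HEPES, 45 min → stimulation buffer, 2 min kinetic read → rate constant vs DMSO controls.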
TRPV1 ag – human TRPV1 agonism | Q8NER1 | TRPV1-expressing cells, Fluo-8 calcium influx, agonist mode | activation, % at 8.33 µM | 320,000 compounds, 0.19% hits | AID 540275; in the data active means activation above about 80%; inconclusive means between about 30% and that limit; further: 0% is about no effect
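Fluo-8 calcium influx in TRPV1-expressing cells, kinetic read (ex 480/em 520 nm). Compound added and read 3 min for agonist activity, followed by capsaicin at EC20 final and 2 min further read for enhancement.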
Coupling enz – counter-screen for Giardia aldolase inhibitors: coupling enzyme system; coupling enzyme system counterscreen, AmpLite Red fluorescence; 290,000 compounds, 0.67% hits; AID 2472; activity change, negative = inhibition, % at 58.2 µM, hits read low; in the data active means activity change below about -30%; further: on the % scale 0 is the no-effect control and ±100 the full control effect
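Fluorescence at 525 nm excitation and 598 nm emission measured inhibition of the coupled detection system without aldolase. Compounds (at 57.5 uM final) were preincubated 10 min at room temperature with coupling enzyme reagent before a 20 min substrate/AmpLite Red step.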
Giardia kill – Giardia lamblia killing. Giardia lamblia trophozoite viability. activity change, % at 7.66 µM, hits read low. 340,000 compounds, 0.15% hits. AID 540267; in the data active means activity change below about -80%; inconclusive means between about -30% and that limit;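 further: parasites exposed to compound for two days anaerobically before the ATP read; on the % scale 0 is the no-effect control and ±100 the full control effect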
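Giardia lamblia trophozoites (100 cells/well) were incubated with compounds for 48 h at 37 deg C under anaerobic conditions. Viability was read as ATP content by one-step luminescence after 15-30 min at room temperature.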
B2AR arrestin – agonists driving beta-arrestin recruitment to human beta2-adrenergic receptor. P07550. beta-arrestin recruitment to beta2AR, cell-based reporter. Potency, µM (top dose mostly 46.1 µM), inactives show top-dose activation, actives largely listed as activators. 330,000 compounds, 0.02% hits. AID 492947;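 further: potency means the concentration at half of the fitted maximal effect; 0% = DMSO controls and full agonism = EC100 isoproterenol or metaproterenol; nearly all actives have a fitted effect of over 65% in size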
USP2a inh – USP2a (human) protease inhibition | USP2 core, Ub-CHOP2 coupled fluorogenic reporter, 485/531 | Potency, µM (highest dose often 38.3 µM), for the others: at the highest dose activity change, negative = inhibition, most hits filed as inhibitors | 330,000 compounds, 0.01% hits | AID 463254;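 further: potency means the concentration at half of the fitted maximal effect; plate controls were DMSO wells for no effect and full inhibition by NEM control for full effect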
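Deubiquitinase activity read as fluorescence (485/531 nm) after Ub-CHOP2 cleavage activates the enterokinase reporter on its substrate; USP2 core 10nM, Ub-CHOP2 and substrate 25nM each, 30min compound preincubation then 60min RT; data normalized to NEM, curves fitted.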
PKM2 act – increases activity of human pyruvate kinase M2. 260,000 compounds, 0.34% hits. purified PKM2, Kinase-Glo ATP luminescence, activation; response scale: 0% is enzyme alone, no compound. Potency, µM (series often up to 57.5 µM), for the others: at the top dose activation, usual class: activators. AID 1631. P14618; further: potency means the concentration at half of the fitted maximal effect; on the % scale 0 is the no-effect control and ±100 the full control effect; nearly all actives have a fitted effect of over 55% in size
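Purified hPK-M2 (>95%) run at intermediate activity with 0.1 mM ADP and 0.5 mM PEP in 50 mM imidazole pH 7.2, KCl, MgCl2; 1 h room temperature. ATP formed read by Kinase-Glo luminescence; normalized to uninhibited and no-enzyme controls.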
Menin-MLL TR inh – inhibitors of human menin-MLL interaction, mutant MLL peptide; AID 1768; Potency, µM (titrated, usually from 61.6 µM), for the others: at the top dose FP activity change, negative = inhibition, hits mostly inhibitors; 270,000 compounds, 0.23% hits; O00255; Menin + Texas Red MLL mutant peptide, fluorescence polarization; active means well fitted inhibition curve with a large enough effect in the polarisation, with a control signal flat, not every such curve was filed as active; inconclusive means small, poorly fitted or top-dose-only effect, or effect the other way, or a change in a side signal; inactive means no such curve, though single readings can be large or run the other way; the % refers to the polarisation; further: potency means the concentration at half of the fitted maximal effect; % of control where 0% means no effect; many of its hits are not listed in these tables
CXXC DNA block – MLL CXXC-DNA interaction inhibition; 290,000 compounds, 0.037% hits; Q03164; MLL-CXXC / FITC-HOXA9 DNA fluorescence polarization; Potency, µM (top dose mostly 115 µM), for inactives: at the top dose activity change, negative = inhibition, actives largely listed as inhibitors; active means well fitted inhibition curve with a large enough effect in the polarisation, with a control signal flat, not every such curve was filed as active; inconclusive means small, poorly fitted or top-dose-only effect, or effect the other way, or a change in a side signal; inactive means no such curve, though single readings can be large or run the other way; the % refers to the polarisation; further: potency means the concentration at half of the fitted maximal effect
Target sequence (Q03164 whole entry, looked up): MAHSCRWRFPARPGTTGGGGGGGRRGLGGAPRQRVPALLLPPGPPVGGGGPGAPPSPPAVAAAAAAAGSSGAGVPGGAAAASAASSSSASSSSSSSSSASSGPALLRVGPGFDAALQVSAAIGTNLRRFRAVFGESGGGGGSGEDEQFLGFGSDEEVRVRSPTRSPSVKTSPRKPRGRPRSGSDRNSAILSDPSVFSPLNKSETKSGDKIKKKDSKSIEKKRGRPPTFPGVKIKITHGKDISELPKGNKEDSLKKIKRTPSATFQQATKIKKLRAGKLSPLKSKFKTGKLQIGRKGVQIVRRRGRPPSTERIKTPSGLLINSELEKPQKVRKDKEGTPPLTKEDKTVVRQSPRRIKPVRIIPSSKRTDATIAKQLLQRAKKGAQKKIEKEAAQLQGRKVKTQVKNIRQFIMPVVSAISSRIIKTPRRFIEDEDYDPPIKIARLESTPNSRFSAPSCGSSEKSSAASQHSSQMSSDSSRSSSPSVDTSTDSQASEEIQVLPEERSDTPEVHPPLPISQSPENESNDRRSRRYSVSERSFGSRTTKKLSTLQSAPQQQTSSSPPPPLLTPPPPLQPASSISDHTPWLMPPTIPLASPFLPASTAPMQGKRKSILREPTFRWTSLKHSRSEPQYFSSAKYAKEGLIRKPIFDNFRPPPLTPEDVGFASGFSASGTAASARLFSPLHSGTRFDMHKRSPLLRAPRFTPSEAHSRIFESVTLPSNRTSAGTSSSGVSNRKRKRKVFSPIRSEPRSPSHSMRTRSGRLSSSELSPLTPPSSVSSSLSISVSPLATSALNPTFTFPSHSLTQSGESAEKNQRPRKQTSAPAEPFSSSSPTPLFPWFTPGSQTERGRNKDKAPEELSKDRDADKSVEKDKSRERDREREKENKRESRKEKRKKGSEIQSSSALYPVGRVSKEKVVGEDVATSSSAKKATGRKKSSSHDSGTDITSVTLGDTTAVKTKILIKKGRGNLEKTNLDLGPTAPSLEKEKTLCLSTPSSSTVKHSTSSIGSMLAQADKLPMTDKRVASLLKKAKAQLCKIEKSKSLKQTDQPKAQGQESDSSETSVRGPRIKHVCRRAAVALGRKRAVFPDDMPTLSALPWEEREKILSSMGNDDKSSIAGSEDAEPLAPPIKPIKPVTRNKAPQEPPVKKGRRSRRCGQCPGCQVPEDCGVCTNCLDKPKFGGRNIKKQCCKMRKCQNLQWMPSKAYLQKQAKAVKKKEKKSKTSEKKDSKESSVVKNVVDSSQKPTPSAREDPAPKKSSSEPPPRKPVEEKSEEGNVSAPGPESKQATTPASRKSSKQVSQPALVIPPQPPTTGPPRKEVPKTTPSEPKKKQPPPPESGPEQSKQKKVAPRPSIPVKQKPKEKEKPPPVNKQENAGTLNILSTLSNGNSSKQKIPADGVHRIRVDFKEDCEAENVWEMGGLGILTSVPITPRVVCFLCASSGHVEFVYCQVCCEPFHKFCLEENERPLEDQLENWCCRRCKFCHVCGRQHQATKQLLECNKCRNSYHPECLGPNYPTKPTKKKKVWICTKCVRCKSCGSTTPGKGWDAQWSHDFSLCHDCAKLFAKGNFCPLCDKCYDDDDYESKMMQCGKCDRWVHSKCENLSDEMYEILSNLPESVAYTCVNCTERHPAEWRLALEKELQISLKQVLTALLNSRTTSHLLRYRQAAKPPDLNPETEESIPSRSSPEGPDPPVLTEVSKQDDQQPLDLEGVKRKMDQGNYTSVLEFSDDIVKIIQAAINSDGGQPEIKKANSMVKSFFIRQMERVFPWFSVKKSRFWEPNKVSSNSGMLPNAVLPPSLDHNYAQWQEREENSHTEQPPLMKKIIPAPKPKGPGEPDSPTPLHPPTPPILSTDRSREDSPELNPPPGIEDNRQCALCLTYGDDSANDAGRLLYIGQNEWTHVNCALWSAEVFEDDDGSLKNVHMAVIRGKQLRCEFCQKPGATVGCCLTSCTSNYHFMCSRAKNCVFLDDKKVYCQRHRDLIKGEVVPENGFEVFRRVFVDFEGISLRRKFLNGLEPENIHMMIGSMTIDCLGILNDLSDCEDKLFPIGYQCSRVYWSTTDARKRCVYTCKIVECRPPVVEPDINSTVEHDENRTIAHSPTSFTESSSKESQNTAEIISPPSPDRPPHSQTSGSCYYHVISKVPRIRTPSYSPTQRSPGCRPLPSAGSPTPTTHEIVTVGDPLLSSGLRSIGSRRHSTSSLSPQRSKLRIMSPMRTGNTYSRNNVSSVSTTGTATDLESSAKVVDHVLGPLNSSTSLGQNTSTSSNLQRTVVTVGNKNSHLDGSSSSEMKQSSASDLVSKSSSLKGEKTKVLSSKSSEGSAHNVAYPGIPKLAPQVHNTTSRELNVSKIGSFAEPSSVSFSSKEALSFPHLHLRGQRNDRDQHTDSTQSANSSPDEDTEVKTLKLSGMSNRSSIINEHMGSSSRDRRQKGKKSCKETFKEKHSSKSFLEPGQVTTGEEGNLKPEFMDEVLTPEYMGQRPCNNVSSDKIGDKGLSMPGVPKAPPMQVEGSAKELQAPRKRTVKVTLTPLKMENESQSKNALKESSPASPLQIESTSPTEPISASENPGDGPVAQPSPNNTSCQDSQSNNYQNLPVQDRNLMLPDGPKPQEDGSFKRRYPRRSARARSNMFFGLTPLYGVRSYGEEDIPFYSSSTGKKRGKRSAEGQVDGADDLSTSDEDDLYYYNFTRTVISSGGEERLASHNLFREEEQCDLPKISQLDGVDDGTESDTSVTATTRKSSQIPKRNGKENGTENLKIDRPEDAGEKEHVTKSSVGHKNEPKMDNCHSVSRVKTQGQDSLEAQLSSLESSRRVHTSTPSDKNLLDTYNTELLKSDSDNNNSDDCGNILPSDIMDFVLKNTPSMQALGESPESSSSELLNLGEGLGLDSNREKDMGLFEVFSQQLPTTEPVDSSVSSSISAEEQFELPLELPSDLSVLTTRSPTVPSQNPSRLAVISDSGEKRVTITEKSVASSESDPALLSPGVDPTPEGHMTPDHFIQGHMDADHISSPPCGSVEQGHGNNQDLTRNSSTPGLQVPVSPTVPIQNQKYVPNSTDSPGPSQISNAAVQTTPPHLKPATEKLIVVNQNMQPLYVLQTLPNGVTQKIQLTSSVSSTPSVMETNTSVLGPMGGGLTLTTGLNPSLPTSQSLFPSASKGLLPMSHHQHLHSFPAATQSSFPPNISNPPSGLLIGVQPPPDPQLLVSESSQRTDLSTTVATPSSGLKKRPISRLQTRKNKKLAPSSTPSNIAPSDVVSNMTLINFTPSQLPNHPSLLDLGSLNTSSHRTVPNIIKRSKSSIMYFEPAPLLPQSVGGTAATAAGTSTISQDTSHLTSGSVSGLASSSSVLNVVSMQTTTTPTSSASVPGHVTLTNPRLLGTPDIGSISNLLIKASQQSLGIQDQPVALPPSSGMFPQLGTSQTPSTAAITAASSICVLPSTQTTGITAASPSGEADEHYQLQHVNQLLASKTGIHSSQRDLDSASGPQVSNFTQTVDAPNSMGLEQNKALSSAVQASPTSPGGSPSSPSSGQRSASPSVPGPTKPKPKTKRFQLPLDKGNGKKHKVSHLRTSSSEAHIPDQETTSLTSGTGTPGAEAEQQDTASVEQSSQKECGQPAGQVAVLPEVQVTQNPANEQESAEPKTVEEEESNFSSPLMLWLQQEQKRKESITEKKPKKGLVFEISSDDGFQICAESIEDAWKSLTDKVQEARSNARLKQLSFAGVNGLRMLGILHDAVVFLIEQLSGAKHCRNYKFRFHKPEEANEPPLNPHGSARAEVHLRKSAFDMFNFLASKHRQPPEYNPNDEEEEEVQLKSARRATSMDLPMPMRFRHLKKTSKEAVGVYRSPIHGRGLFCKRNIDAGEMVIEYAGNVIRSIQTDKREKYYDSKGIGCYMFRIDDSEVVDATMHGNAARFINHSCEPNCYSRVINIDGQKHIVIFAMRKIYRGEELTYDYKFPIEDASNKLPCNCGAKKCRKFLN
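Purified MLL-CXXC (added from a 7 uM solution) was preincubated 5 min at ambient with pinned compounds in 50 mM Tris-HCl pH 7.5, 50 mM NaCl, 1 mM DTT, 0.05% BSA. Fluorescein-labeled HOX-A9 DNA (50 nM solution) followed, 30 min, then polarization read.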
KCNH2 WT inh – inhibitors of human wildtype KCNH2 potassium channel; Q12809; U2OS, BacMam KCNH2, thallium flux FluxOr; stronger effect = lower value; activity change, % at 1.84 µM; 340,000 compounds, 0.37% hits; AID 720551;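 active means maximum activity change below -70%; inconclusive means maximum activity change between -70% and -50%; inactive means maximum activity change above -50%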; further: on the % scale 0 is the no-effect control and ±100 the full control effect
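U2OS cells transduced with wild-type KCNH2 virus are loaded with FluxOr dye for 45 min, and thallium flux is measured in kinetic reads before and after stimulation buffer. Rate constants are normalized to DMSO controls.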
GALK inhibitor – galactokinase (human) inhibition | AID 1868 | P51570 | Purified GALK, Kinase-Glo residual ATP luminescence | 270,000 compounds, 0.007% hits | Potency, µM (highest dose often 57.5 µM), inactives show at the highest dose activity change, negative = inhibition, actives largely listed as inhibitors; further: potency means the concentration at half of the fitted maximal effect; on the % scale 0 is the no-effect control and ±100 the full control effect
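The enzyme phosphorylates galactose (100 uM) using ATP (35 uM); inhibition is detected as higher residual ATP, quantified by bioluminescence after 1 h reaction at room temperature, pH 8.0.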
Active calls of the source: *; ? = inconclusive; . = no result given; & = joins results of further samples; [ ] = another dose, or the depositor's remark. Unless noted, the call rests on the fitted dose curve; in most records, active means well fitted curve in the direction sought with a large enough effect; inconclusive means small, poorly fitted or top-dose-only effect, or another doubt; inactive means no such curve, though single readings can be large; an effect the other way counts as inactive or inconclusive. Only part of the results is shown. The share of hits here may be higher or lower than overall.

SMILES | KCNH2 3.1 block | TRPV1 ag | Coupling enz | Giardia kill | B2AR arrestin | USP2a inh | PKM2 act | Menin-MLL TR inh | CXXC DNA block | KCNH2 WT inh | GALK inhibitor
O=C1C2CCCC1C(N1CCCCC1)CC2 (stereo not drawn) | -1 | 0 | 0 | 1 | 0.9% | 1% | 1%[11.5 µM] | -2% | -2% | -7 | -2%
Cc1ccc(-c2nc3ccccc3c(=O)n2-n2cccc2)cc1 | -10 | 0 | 3 | -7 | -0.3% | 0% | 3% | 2% | 3% | -4 | -1%
CSc1ncc(CN2CCCC(C(=O)c3cccc(Cl)c3)C2)cn1 (stereo not drawn) | 13 | 0 | 0 | 12 | 0.0% | 1% | 0% | -15% | -12% | 2 | -3%
O=C1NC(=O)N(Cc2ccco2)C(=O)/C1=C\c1cccn1CCOc1ccc(Cl)cc1 | -22 | -1 | 2 | -2 | 0.3% | -26% | 15% | ? | -22% | -11 | -14%
O=C(CN1CCCCC1)c1ccc(OC(F)F)cc1 | ? | 1 | -1 | -8 | -0.6% | 1% | -2% | -1% | 9% | 8 | 1%
NNc1n[nH]c(=S)n1N | 15 | -5 | -62* | -20 | 4.0% | 1% | -6% | . | -8% | 0 | .
Cc1ccsc1C(=O)C1CCCN(Cc2ccc(-n3cccn3)cc2)C1 (stereo not drawn) | -72* | 7 | 0 | ? | -0.1% | 6% | 5% | -9% | -3% | 39 | 13%
O=P1(NCc2ccco2)COc2ccccc2OC1 | 2 | 4 | 2 | -13 | 0.1% | 1% | -9% | -1% | -3% | 0 | 1%
COc1cccc2cc(-c3cc(=O)oc4ccc(OC(=O)N(C)C)cc34)oc12 | 20 | 13 | 2 | 12 | 0.5% | 0% | -3% | -10% | 9% | 6 | 7%
COC(=O)C1=C(c2ccc(-c3ccccc3)c(F)c2)C[C@@H]2CC[C@H]1N2C(=O)NC1CC1 | -7 | 14 | . | 7 | -0.1% | 2% | . | . | . | 18 | .
COC(=O)C1=C(c2ccc3ccccc3c2)C[C@@H]2CC[C@H]1N2C(=O)NC(C)C | -3 | 1 | . | -8 | 0.0% | 1% | . | . | . | -14 | .
CCOC(=O)C(O)(c1ccc(NC(=O)NC2CCCCC2)cc1)C(F)(F)F (stereo not drawn) | 14 | 13 | -3 | 3 | -1.6% | -2% | -1% | 7% | -7% | 1 | 0%

Shown with two lines to a compound: entries from further up
Each structure is followed by: KCNH2 3.1 block | TRPV1 ag | Coupling enz | Giardia kill | B2AR arrestin | USP2a inh | PKM2 act | Menin-MLL TR inh | CXXC DNA block | KCNH2 WT inh | GALK inhibitor
CSc1ncc(CN2CCCC(C(=O)c3cccc(Cl)c3)C2)cn1 (stereo not drawn)
  13 | 0 | 0 | 12 | 0.0% | 1% | 0% | -15% | -12% | 2 | -3%
O=C1NC(=O)N(Cc2ccco2)C(=O)/C1=C\c1cccn1CCOc1ccc(Cl)cc1
  -22 | -1 | 2 | -2 | 0.3% | -26% | 15% | ? | -22% | -11 | -14%
O=C(CN1CCCCC1)c1ccc(OC(F)F)cc1
  ? | 1 | -1 | -8 | -0.6% | 1% | -2% | -1% | 9% | 8 | 1%
NNc1n[nH]c(=S)n1N
  15 | -5 | -62* | -20 | 4.0% | 1% | -6% | . | -8% | 0 | .

(continued)
SMILES | KCNH2 3.1 block | TRPV1 ag | Coupling enz | Giardia kill | B2AR arrestin | USP2a inh | PKM2 act | Menin-MLL TR inh | CXXC DNA block | KCNH2 WT inh | GALK inhibitor
CC1=CC(=O)OC2CC3OC4C[C@@H](C)C5OC6CC7O[C@]8(C)C/C=C\C9OC%10CC%11OC(CC(C)C%12OCCO%12)CC(O)[C@]%11(C)OC%10CC9OC8C[C@]7(C)O[C@]6(C)CCC5OC4C[C@]3(C)OC12 (stereo partly drawn) | 7 | . | . | 12 | -1.1% | 4% | . | . | . | -1 | .
O=c1[nH]c(=O)n(Cc2ccco2)c(O)c1C=NCc1ccc2c(c1)OCO2 | . | 1 | 1 | -9 | 0.5% | 2% | ? | -4% | -7% | 48 | 0%
COc1ccc(NC(=O)N2C[C@@H]3C[C@@H](C2)c2cccc(=O)n2C3)c(OC)c1 | 2 | 0 | -1 | 6 | -1.5% | -4% | 2% | 3% | 0% | 4 | .
CC1(C)C[C@H]2C=C(C=O)[C@]3(C=O)C[C@]3(C)[C@H]2C1 | -12 | 0 | 0 | -2 | -1.1% | 1% | 9% | 20% | -8% | -2 | .
O=c1[nH]c(=S)n(-c2ccccc2)c(O)c1/C=N/N1CCCCC1c1cccnc1 (stereo not drawn) | 7 | 6 | -2 | 4 | -1.0% | 2% | -1% | 6% | 40%[activator] | -10 | 6%
CN1CCC(O)(c2ccccc2)C(C(=O)c2ccccc2)C1 (stereo not drawn) | 28 | 0 | 2 | -23 | 0.2% | 4% | 2% | -16% | 80%[activator] | 25 | 6%
CCC(=O)N1CC(=O)Nc2ccc(Cl)cc2C1c1ccc(F)cc1 (stereo not drawn) | 12 | -1 | 0 | -22 | 0.8% | 5% | 6% | -9% | 9% | 2 | 0%
CC/C(=N\Nc1ccccc1)c1c(O)n(-c2ccccc2)c(=O)[nH]c1=O | 3 | 3 | 1 | -1 | 0.3% | 1% | -4% | . | -4% | -2 | -1%
COCCN1C(=O)/C(=C/c2c(OC)cc(OC)cc2OC)C(=O)N(c2ccccc2)C1=O | 1 | 0 | 0 | -3 | 0.0% | 2% | -3% | . | -24% | -14 | -2%
OC12CCCCC1C(c1ccccc1)NCC2 (stereo not drawn) | 0 | 0 | 0 | -6 | 0.1% | 3% | -5% | -3% | 0% | 1 | 7%
COC(=O)C1=C(c2ccc3ccccc3c2)C[C@@H]2CC[C@H]1N2C(=O)N1CCC(O)CC1 | 12 | ? | . | 39[activator] | -0.1% | 1% | . | . | . | 5 | .
CC1(O)CCN2C(=O)CCc3cccc1c32 (stereo not drawn) | -49 | -3 | . | -2 | -0.1% | 1% | . | . | . | -44 | .
O=C(Cc1cccc(C(F)(F)F)c1)N1CCN(CC(=O)N2CCCC2)CC1 | -8 | 2 | . | 31[activator] | 0.0% | 1% | . | . | . | 0 | .
CCOC(=O)C(O)(c1ccc(N(CC)S(=O)(=O)c2ccccc2)cc1)C(F)(F)F (stereo not drawn) | 13 | 2 | -1 | -1 | 0.1% | -2% | -3% | -15% | -5% | -6 | -2%
CCC1=C(C)C(N2CCOCC2)=NP(N2CCOCC2)(N2CCOCC2)=N1 | ? | 3 | 4 | 0 | 0.1% | 0% | -3% | -8% | 6% | -3 | 3%
Cn1c(=O)c2c(nc(N/N=C/c3c(O)n(C4CCCCC4)c(=S)[nH]c3=O)n2C)n(C)c1=O | -1 | 2 | 2 | -22 | -0.4% | 0% | 1% | . | 33%[activator] | 0 | 3%
O=S(=O)(c1ccc(O)cc1)c1ccc(O)cc1 | -4 | 3 | 7 | 5 | -0.3% | -1% | . | 1% | 5% | -1 | 2%
CN(C)CCCNCC(=O)Nc1ccc(Cl)cc1C(=O)c1ccccc1 | -14 | -3 | 0 | -2 | -0.3% | 4% | 5% | -12% | 6% | -10 | -1%
CC(C)c1cc(Br)c(NC(=O)Nc2cccnc2)c(Br)c1 | -4 | 5 | 1 | -9 | 0.3% | 5% | . | -2% | 4% | -8 | 3%
CC1COC2N=C(N[N+](=O)[O-])NC2O1 (stereo not drawn) | -4 | 16 | 3 | -5 | -0.8% | 2% | 7% | -17% | -3% | 6 | 0%
O=c1cccc2n1CC1CNC[C@H]2C1 | -11 | 2 | -13&0 | -2 | 0.0% | 0% | . | -1%&6%[24.8 µM] | . | -14 | .
CCC(C)C1NC(=O)C(C(C)=O)=C1O (stereo not drawn) | 0 | -2 | 0 | -17 | -0.3% | -3% | -6% | . | -6% | -10 | 1%
CN(C)CC1CSCCC1(O)c1cccc(Cl)c1 (stereo not drawn) | 2 | 1 | -2 | -14 | -1.1% | 0% | -3% | -13% | 11% | 0 | 0%
O=[N+]([O-])c1cc(-c2ccc([As](=O)(O)O)cc2)ccc1[As](=O)(O)O | . | -1 | -1 | . | 0.4% | -2% | 8% | -26% | -9% | . | 7%
Nc1ccc(C2(c3ccc(N)cc3)c3ccccc3-c3ccccc32)cc1 | 12 | 0 | 10 | 10 | 0.2% | 3% | 5% | ? | 0% | 8 | .
